Kir21 inh: Kir2.1 (mouse) channel inhibition. P35561. HEK293-Kir2.1, FluxOR thallium flux fluorescence; active compounds read low. B-score at 10 µM. 310,000 tested, 0.85% active. AID 1672;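 active means fluorescence ratio B-score at or below minus 3 SD of library scores, with starting-brightness B-score within 2 SD, cut at about -4.2 in these data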;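 further: channel flux triggered by added potassium and thallium sulfate stimulus; B-score of peak minus minimum fluorescence over baseline after thallium stimulus; more negative B-score means stronger Kir2.1 block with less thallium influx; some compounds called inactive have numbers as strong as hits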
Target sequence (P35561 whole entry, looked up): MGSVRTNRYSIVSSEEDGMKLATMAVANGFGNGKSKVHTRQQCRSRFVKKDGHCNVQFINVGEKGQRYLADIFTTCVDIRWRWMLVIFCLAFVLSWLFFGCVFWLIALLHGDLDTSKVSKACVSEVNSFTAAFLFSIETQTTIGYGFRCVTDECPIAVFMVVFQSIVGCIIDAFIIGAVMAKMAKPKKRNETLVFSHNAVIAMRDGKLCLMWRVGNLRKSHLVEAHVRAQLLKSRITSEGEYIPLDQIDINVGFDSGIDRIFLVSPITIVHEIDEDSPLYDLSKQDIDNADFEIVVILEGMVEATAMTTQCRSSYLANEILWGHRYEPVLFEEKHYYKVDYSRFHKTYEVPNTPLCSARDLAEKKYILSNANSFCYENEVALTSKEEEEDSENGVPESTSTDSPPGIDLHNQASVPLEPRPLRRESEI
KCNQ2 block: KCNQ2 channel blockers in CHO-K1 cells – cell-based, FluxOR thallium flux, B-score, primary screen (AID 2156); O88943; 20 min; active compounds read low; B-score at 10 µM; 310,000 tested, 1.1% active;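 active means fluorescence ratio B-score at most minus 3 library SDs, with starting brightness B-score within 2 library SDs, cut at about -5.5 in these data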
STK33 kinase inh: blocks human STK33 kinase activity | Q9BYT3 | purified STK33, MBP phosphorylation, ADP-Glo luminescence | inhibition, % at 10 µM | 320,000 tested, 0.073% active;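 active means inhibition at or above 25%, using the most active replicate where run in duplicate; inactive means inhibition below 25%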
Target sequence (Q9BYT3 whole entry, looked up): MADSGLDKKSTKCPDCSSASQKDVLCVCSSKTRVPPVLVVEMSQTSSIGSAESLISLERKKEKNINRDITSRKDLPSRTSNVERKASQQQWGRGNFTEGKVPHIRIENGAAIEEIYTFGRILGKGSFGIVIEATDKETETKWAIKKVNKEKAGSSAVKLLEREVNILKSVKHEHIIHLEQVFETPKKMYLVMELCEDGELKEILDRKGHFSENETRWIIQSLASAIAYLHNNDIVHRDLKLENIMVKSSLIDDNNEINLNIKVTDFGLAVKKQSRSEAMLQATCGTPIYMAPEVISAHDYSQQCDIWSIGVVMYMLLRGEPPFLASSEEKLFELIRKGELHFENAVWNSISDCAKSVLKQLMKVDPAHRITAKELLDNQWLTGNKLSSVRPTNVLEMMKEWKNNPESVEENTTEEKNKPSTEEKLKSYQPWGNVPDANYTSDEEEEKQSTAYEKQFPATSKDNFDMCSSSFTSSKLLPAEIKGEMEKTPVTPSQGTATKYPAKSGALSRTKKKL
An asterisk follows results filed as active; i = inactive; / = no result given; & = joins results of further samples.

SMILES | Kir21 inh | KCNQ2 block | STK33 kinase inh
O=C(C1COc2ccccc2O1)N1CCc2ccccc21 (configuration not stated) | -0.48 | i | -0.7
OCCN1CCN(CCCc2c3c(cc4c2CCC4)CCC3)CC1 | -2.3 | i | 0.1
O=C(O)c1ccc(N=C2NC(=O)C(CO)(CO)S2)cc1 | 1.3 | i | -1.2
Cc1nc(NS(=O)(=O)c2ccccc2)sc1C(=O)N/N=C/c1ccccc1 | 0.57 | i | 3.3
CCn1c(Cn2nnc(-c3ccccc3)n2)nnc1SCC(=O)Nc1cccc(C(C)=O)c1 | -2.4 | i | -0.2
Cn1c(Cn2c(=O)sc3ccccc32)nnc1SCC(=O)Nc1ccc(F)cc1 | 0.23 | i | -0.8
COc1cccc(C2CC(c3c(Cl)cccc3Cl)n3nc(N)nc3N2)c1 (configuration not stated) | 0.09 | i | -0.7
Cc1ccc(-c2cn3nc(C)c(C)nc3n2)cc1 | 1.1 | i | -0.3
O=C(COc1ccc(S(=O)(=O)N2CCCCC2)cc1)N1CCCC1 | 0.01 | i | -0.6
Cc1ccc(C(=O)Nc2cccnc2)cc1S(=O)(=O)N1CCCC1 | -1.1 | i | -1.6
Cc1nonc1NC(=O)CSc1ccc(-c2ccccc2)nn1 | -1.5 | i | 1.2
O=C(COC(=O)CCc1ccccc1)Nc1cc(S(=O)(=O)N2CCOCC2)ccc1N1CCCC1 | -0.02 | i | -1.1
Cc1cc(C)n(/C(=C/N(C)C)C(=O)c2ccccc2)n1 | -0.15 | i | -1.0
Fc1ccccc1-c1nc(NCCCN2CCOCC2)c2ccccc2n1 | 0.43 | i | /
Cc1ccccc1NS(=O)(=O)c1cccc2nonc12 | -0.05 | i | 0.7

(more compounds)
SMILES | Kir21 inh | KCNQ2 block | STK33 kinase inh
COc1ccc2c(c1)C1=NN(/C(C)=C/C(C)=O)C(c3cccc(F)c3)C1CC2 (configuration not stated) | -1.7 | i | 0.8
CCOC(=O)C(NC=O)(NC(C)(C)C)C(=O)OCC | -0.03 | i | -0.7
CCN(C(=O)COc1cccc2cccnc12)C1CCS(=O)(=O)C1 (configuration not stated) | -0.46 | i | -0.3
CCC/C(=N/NC(=O)c1ccccc1Cl)c1ccccc1 | 0.05 | i | 3.1
O=C(/C=C/c1ccco1)N1CCN(S(=O)(=O)c2ccc(F)c(F)c2F)CC1 | -0.48 | i | -0.4
Cc1ccc(S(=O)(=O)N2CN(CC3CCCO3)c3nc4ccccc4nc32)c(C)c1 (configuration not stated) | -0.3 | i | -0.9
C=CCC1c2cccc(C(=O)O)c2C(=O)N1c1cccc(C)c1 (configuration not stated) | 1.8 | i | 3.6
COc1ccccc1NC(=O)CN(Cc1ccco1)C(=O)c1cccs1 | -0.97 | i | 1.8
COc1ccc(NC(=O)CNc2cc(S(=O)(=O)N3CCOCC3)ccc2NCC2CCCO2)cc1 (configuration not stated) | 0.82 | i | -0.7
CCn1c(=O)c(C(=O)NNS(=O)(=O)c2ccc(C)cc2)c(O)c2ccccc21 | 0.22 | i | 0.5
CCc1cc(=O)oc2cc(OCC(N)=O)c(Cl)cc12 | -0.23 | i | 1.6
CCOC(=O)Cc1csc(NC(=O)COc2cccc(C)c2)n1 | 0.02 | i | -0.1
CCN(CC)CCn1c(=O)n(-c2ccc(Cl)cc2)c(=O)c2c3c(sc21)CN(C)CC3 | -1.6 | i | -1.2
CCc1ccccc1NC(=O)CSc1nc2c(c(-c3ccco3)c1C#N)CCCC2 | 0.62 | i | 1.5
CCc1ccc(OCCn2cccn2)cc1 | 1.8 | i | -0.2

Carrying on:
SMILES | Kir21 inh | KCNQ2 block | STK33 kinase inh
CCc1ccc(C(=O)CCC2CCCCC2=O)cc1 (configuration not stated) | 1.1 | i | -1.7
O=C(OCc1ccc(F)cc1)c1ccc2ccccc2n1 | 0.24 | i | -1.0
Cn1c(=O)c(=O)n(C)c2cc(N3CCCCC3)c(NS(=O)(=O)c3ccc(Br)cc3)cc21 | -1.1 | i | -0.4
COC(=O)c1ccc(CSCC(=O)Nc2ccccc2)cc1 | 0.27 | i | -0.7
Nc1nc(SCC(=O)NCCN2CCOCC2)nc2sc3c(c12)CCC3 | -0.46 | i | -0.2
CC(=O)Nc1ccc(S(=O)(=O)N2CCN(CCCOc3ccccc3Cl)CC2)cc1 | -1.1 | i | -0.6
COc1ccc(/C=N/NC(N)=S)cc1OC(=O)c1ccccc1 | -0.16 | i | -3.9
CCC1Oc2ccccc2N(CC(=O)NCc2ccco2)C1=O (configuration not stated) | -1.1 | i | -0.9
COc1ccc(NS(=O)(=O)c2cc(NC(=O)c3cccs3)ccc2N2CCCC2)cc1 | -0.09 | i | -0.4
CONc1nc(NC(C)(C)C)nc(OCC#N)n1 | -1.5 | i | -0.6
CCCCC12CN3CC(C)(CN(C1)C31C(=O)N(C)c3ccc(C)cc31)C2=O (configuration not stated) | 0.39 | i | -1.0
O=C(C1=C[C@@H](c2ccccc2)C[C@@H](OCc2ccc(CO)cc2)O1)N1CCOCC1 | -0.08 | i | 0.5
CCOC(=O)N1CCN(C(=O)COc2ccc(Br)cc2)CC1 | -0.57 | i | -2.0
COc1ccc(-c2oc(NC(C)=O)c(C#N)c2-c2ccc(OC)cc2)cc1 | -2.4 | i | -0.9
CC(NC(=O)c1ccc(Cn2cc([N+](=O)[O-])cn2)cc1)c1ccccc1 (configuration not stated) | 0.01 | i | -1.3

Next records
SMILES | Kir21 inh | KCNQ2 block | STK33 kinase inh
COc1cccc(/C=N/n2c(C3CCCCC3)n[nH]c2=S)c1OC | 0.1 | i | -2.2
CCOc1cccc(-c2nn(-c3ccccc3)cc2/C=C(/C#N)C(=O)NCCCn2ccnc2)c1 | 0.24 | i | -1.1
O=C(CCc1nnc(-c2ccccc2)o1)NCc1c(F)cccc1F | -1.9 | i | 0.5
COCC(C)n1c(SCc2ccc(C(=O)OC)cc2)nc2ccccc2c1=O (configuration not stated) | 0.57 | i | -1.6
CCN(CC(=O)Nc1c(F)cccc1F)C(=O)c1ccc(N2CCCCC2)c([N+](=O)[O-])c1 | -0.33 | i | -0.3
CC(C)(O)[C@@H]1[C@@H]2C[C@@]3(CC[C@]4(C)C(CCC5[C@@]6(C)CC[C@H](O)C(C)(C)C6CC[C@]54C)[C@@H]13)C(=O)O2 (some centres not stated) | 0.35 | i | -0.7
CCN1CCN(Cc2cc(=O)oc3ccc(Cl)cc23)CC1 | -0.09 | i | 0.1
COc1ccc(NC(=O)CCCNC(=O)Cn2cnc3sc4c(c3c2=O)CCCC4)c(OC)c1 | -0.31 | i | 2.0
CCCCOc1ccc(C(=O)N/C(=C/C=C/c2ccccc2)C(=O)NCCCO)cc1 | 0.77 | i | -1.8
COc1cc(NC(=O)c2ccc3c(c2)C(=O)N(CCC(C)C)C3=O)c(C(=O)O)cc1OC | -0.3 | i | -0.3
COc1cccc(N2CCCn3c2nc2c3c(=O)n(CCN3CCOCC3)c(=O)n2C)c1 | -0.61 | i | /
Cc1ccc2c(c1)N(CC(=O)N1CCCC1)C(=O)c1cccnc1O2 | 0.56 | i | -1.9
CC(C)(C)c1nnc(NC(=O)c2cccnc2)s1 | -0.9 | i | -1.8
Cc1cccc(NC(=O)N2CCc3ccccc3C2)c1C | -0.22 | i | -3.7
O=C(NC1CCCCC1)N1CCN(c2ccc(Cl)cc2)CC1 | 2.4 | i | 4.3

Reformatted: entries from further up.
> CC(C)(C)c1nnc(NC(=O)c2cccnc2)s1
  Kir21 inh = -0.9	KCNQ2 block = i	STK33 kinase inh = -1.8
> COCC(C)n1c(SCc2ccc(C(=O)OC)cc2)nc2ccccc2c1=O (configuration not stated)
  Kir21 inh = 0.57	KCNQ2 block = i	STK33 kinase inh = -1.6
> Cc1ccc2c(c1)N(CC(=O)N1CCCC1)C(=O)c1cccnc1O2
  Kir21 inh = 0.56	KCNQ2 block = i	STK33 kinase inh = -1.9
> CC(C)(O)[C@@H]1[C@@H]2C[C@@]3(CC[C@]4(C)C(CCC5[C@@]6(C)CC[C@H](O)C(C)(C)C6CC[C@]54C)[C@@H]13)C(=O)O2 (some centres not stated)
  Kir21 inh = 0.35	KCNQ2 block = i	STK33 kinase inh = -0.7

New compounds follow:
SMILES | Kir21 inh | KCNQ2 block | STK33 kinase inh
Cc1nn(C(C)C)c(C)c1[C@@H]1C[C@H]2CN(Cc3cccc(Cl)c3)C(=O)[C@]23CCCN13 | 1.7 | i | -0.7
O=C(O)/C=C/C(=O)Nc1ccc2c(c1)NC(=O)CO2 | 0.14 | i | 1.5
Cc1ccc(NC(=O)CCC(=O)c2cccs2)c(O)c1 | 0.07 | i | -0.7
Cc1ccc(-c2cn(-c3ccccc3)c3[n+]2CCCS3)cc1 | 1.9&-2.4 | i | -1.4&0.5
CN1CCN(C(=O)CCN2C(=O)/C(=C\c3ccc(Cl)cc3)SC2=S)CC1 | -0.85 | i | -0.8
Cc1cc(/C=C(\C#N)C(N)=O)c(C)n1-c1ccc(N2CCOCC2)c([N+](=O)[O-])c1 | 1.1 | i | -0.4
Cn1nnnc1SCC(=O)Nc1cc(C(F)(F)F)ccc1N1CCOCC1 | -0.9 | i | 0.0
CCC(=O)NC1=C(NC(C)c2ccccc2)C(=O)c2ccccc2C1=O (configuration not stated) | -0.74 | i | -2.2
CS(=O)(=O)N(CC(=O)N1CCCC1)Cc1ccc(F)cc1 | 0.22 | i | -1.1
CN(CCOc1ccc(Cl)cc1)C(=O)CN1C(=O)NC2(CCCCC2)C1=O | 2 | i | 0.0
C=C1CCC[C@]2(C)C[C@H]3OC(=O)C(CNC(C)(CO)CO)[C@H]3CC12 (some centres not stated) | 1 | i | -0.9
COc1ccccc1CCNC(=O)c1cccc(S(=O)(=O)NCc2ccccc2)c1 | -2.5 | i | -1.7
COc1ccc(CNC(=O)c2ccc(NC(=O)CC3SC(N4CCCC4)=NC3=O)cc2)cc1 (configuration not stated) | 0.49 | i | -0.5
Oc1ccccc1-c1cc(-c2ccc3c(c2)OCCO3)n[nH]1 | -0.88 | i | 2.3
O=C(Nc1ccc(Cl)cn1)Nc1ccccc1F | 1.8 | i | 0.5

Going on with the list.
Below each SMILES – Kir21 inh	KCNQ2 block	STK33 kinase inh
Cc1cc(OC(C)C(=O)NCC2CCCO2)cc(C)c1Cl (configuration not stated)
    0.25	i	-0.8
O=C(CCNC(=O)C1CCN(S(=O)(=O)c2ccccc2)CC1)NCc1ccc(Cl)cc1Cl
    1	i	0.3
Cc1ccc(C(=O)CSc2nnc(-c3ccccc3N)n2C)cc1C
    -0.81	i	-3.1
COc1ccc(C(=O)C(Sc2nnc(C)c(=O)[nH]2)c2ccc(OC)cc2)cc1 (configuration not stated)
    0.53	i	-0.8
O=c1c2ccccc2oc2nc(C3CCCCC3)n(Cc3ccco3)c(=O)c12
    0.35	i	/
CCC(=O)c1ccc(OCC(=O)Nc2ccc(N3CCOCC3)cc2N2CCOCC2)cc1
    -0.38	i	-0.1
O=C1CCC(C(=O)NCc2ccc3c(c2)OCO3)N1 (configuration not stated)
    0.85	i	-0.2
CCOC(=O)c1cc(-c2ccc(OC)cc2OC)nn1-c1ccc(C(=O)O)cc1
    -0.54	i	-1.3
CCc1c(C)nc(N2CCN(c3ccccc3F)CC2)[nH]c1=O
    0.33	i	1.2
CCOc1ccccc1NC(=O)CCNS(=O)(=O)c1ccc(NC(C)=O)cc1
    0.48	i	0.0

(continued)
Below each SMILES – Kir21 inh	KCNQ2 block	STK33 kinase inh
CC(=O)CC(C)(C)n1nnc(-c2ccccc2)n1
    -1.6	i	-1.1
CCc1cccc(CC)c1NC(=O)COC(=O)c1ccc2c(c1)S(=O)(=O)c1ccccc1C2=O
    1.8	i	2.7
Cc1ccc(C)c(NC(=O)c2sc(Cl)nc2C)c1
    -0.47	i	-0.5
CCOC(=O)c1c(C)[nH]c(C(=O)COC(=O)CNC(=O)c2ccccc2Cl)c1C
    -1.6	i	-1.5
CCN(CC)S(=O)(=O)c1cccc2nsnc12
    -0.1	i	0.7
O=C(NCc1ccccc1F)c1ccncc1
    1.4	i	-2.4
COc1ccc(S(=O)(=O)N2CCCC2CNC(=O)C(=O)NCc2ccco2)cc1 (configuration not stated)
    0.61	i	-0.7
COCCn1c(=NC(=O)CSCC(=O)N2CCOCC2)sc2cc(C)ccc21
    -0.6	i	-0.2
COc1ccc(CCNC(=O)CNCCc2ccc(F)cc2)cc1
    0.12	i	-1.9
C#CCNC(=O)C1=C[C@@H](c2csc3ccccc23)C[C@@H](OCc2ccc(CO)cc2)O1
    -0.36	i	0.6

Later entries.
Below each SMILES – Kir21 inh	KCNQ2 block	STK33 kinase inh
COc1ccccc1C(=O)NC(=O)COC(=O)Cn1cnc2c1c(=O)n(C)c(=O)n2C
    -0.69	i	-1.6
COCCCNC(=S)N/N=C/c1ccc(O)cc1
    -0.1	i	1.6
Cn1c(=O)[nH]c(=O)c2c1nc(NCCCn1ccnc1)n2Cc1ccccc1
    -1.8	i	-0.4
O=C(COC(=O)c1n[nH]c2ccccc12)NCc1ccccc1
    0.05	i	-3.0
C=CCNC(=O)/C(C#N)=C/c1ccc(C(=O)O)cc1
    0.93	i	-1.1
CCCCn1c2ccc(C)cc2c2nnc(SCCN3CCCCC3)nc21
    -0.76	i	0.0
COc1cccc(CN2CCN(CC(=O)Nc3ccccc3Cl)CC2)c1
    -0.56	i	-2.2
COc1ccc(NC(=O)CSc2ncnc3c2cnn3Cc2ccccc2)cc1
    0.38	i	-0.9
COc1ccc(C(=O)Nc2ccc(S(=O)(=O)N3CCc4ccccc43)cc2)cc1
    0.77	i	-0.4
CCOC(=O)N1CCN(S(=O)(=O)c2ccc(C(=O)Nc3sc4c(c3C(N)=O)CC(C)(C)NC4(C)C)cc2)CC1
    -1.9	i	0.6
C/C(=N\NC(=O)C1CCCN(S(=O)(=O)c2ccccc2)C1)c1ccncc1 (configuration not stated)
    -0.18	i	-0.5
CC1=CC2=NCC(O)CN2C=C1 (configuration not stated)
    -0.19	i	-0.7

Source: PubChem BioAssay
